# Source: PubChem
# NR5A2 inv ag: NR5A2 inverse agonism in reporter assay; inhibition, % at 3.6 µM; hit rate 0.13% among 360,000; HEK293T StAR-luciferase reporter, LRH-1 transfected, 24 h;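 active means inhibition above the mean inhibition of all tested compounds plus 3 SD, cut at about 73% in these data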;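 further: 0% = DMSO wells and 100% = reporter-only cells lacking LRH-1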
# Target sequence (O00482 whole entry, looked up): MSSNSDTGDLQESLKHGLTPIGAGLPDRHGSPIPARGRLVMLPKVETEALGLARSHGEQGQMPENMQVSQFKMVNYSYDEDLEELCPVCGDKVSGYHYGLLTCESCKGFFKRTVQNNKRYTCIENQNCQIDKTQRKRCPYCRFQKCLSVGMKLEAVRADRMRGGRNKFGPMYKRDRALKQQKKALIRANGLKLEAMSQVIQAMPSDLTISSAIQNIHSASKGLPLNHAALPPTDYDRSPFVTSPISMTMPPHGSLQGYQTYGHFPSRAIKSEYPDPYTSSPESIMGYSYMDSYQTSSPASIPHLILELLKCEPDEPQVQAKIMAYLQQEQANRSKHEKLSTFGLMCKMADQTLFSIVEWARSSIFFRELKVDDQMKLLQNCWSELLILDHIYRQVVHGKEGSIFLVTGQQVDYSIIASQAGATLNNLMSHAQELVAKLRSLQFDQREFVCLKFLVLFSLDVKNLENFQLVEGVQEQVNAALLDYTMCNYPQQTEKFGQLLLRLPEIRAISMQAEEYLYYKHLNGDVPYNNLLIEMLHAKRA
# COUP-TFII inh: NR2F2 (human) inhibition, primary screen. P24468. HEK293T NGFI-A luciferase reporter, luminescence. inhibition, % at 8.6 µM. hit rate 0.7% among 370,000;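 active means inhibition above a per-plate cutoff, mean inhibition of test wells between control levels plus 3 SD, cut at about 38% in these data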;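 further: cells cotransfected with COUP-TFII expression vector driving the NGFI-A reporter; 0% = median of COUP-TF2 test wells and 100% = reporter-only cells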
# Target sequence (P24468 whole entry, looked up): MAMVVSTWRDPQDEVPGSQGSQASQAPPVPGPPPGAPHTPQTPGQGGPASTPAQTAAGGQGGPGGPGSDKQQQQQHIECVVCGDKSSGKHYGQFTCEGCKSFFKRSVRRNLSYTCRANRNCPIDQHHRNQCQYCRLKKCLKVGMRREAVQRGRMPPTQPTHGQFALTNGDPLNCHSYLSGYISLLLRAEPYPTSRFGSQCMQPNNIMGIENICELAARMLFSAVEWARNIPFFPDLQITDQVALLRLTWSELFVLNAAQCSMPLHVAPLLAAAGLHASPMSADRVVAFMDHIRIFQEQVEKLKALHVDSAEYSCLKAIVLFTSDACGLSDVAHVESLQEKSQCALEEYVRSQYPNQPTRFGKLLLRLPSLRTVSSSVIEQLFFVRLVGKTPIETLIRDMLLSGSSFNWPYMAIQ
# ABHD5-PLIN5 inh: ABHD5-PLIN5 protein interaction inhibition | Split G. princeps luciferase complementation, luminescence, 4 h | AID 602281 | Q00G26+Q8WTS1 | hit rate 0.78% among 360,000 | inhibition, % at 4 µM;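 active means inhibition above the mean inhibition across every tested compound plus 3 SD, cut at about 22% in these data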;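 further: 0% = DMSO only wells and the 100% control is not disclosed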
# TLR9-MyD88 inh: blocks human TLR9 binding to MyD88; CHO BLA complementation TLR9-MyD88, CCF4 FRET ratio; inhibition, % at 4.98 µM; hit rate 0.21% among 340,000; AID 504734;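 active means inhibition above the mean over all tested compounds plus 3 SD, cut at about 21% in these data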;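 further: 0% = DMSO only wells and 100% = clavulanate BLA inhibitor control wells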
# NOD2-RIPK2 inh: inhibitors of human NOD2-RIPK2 interaction; O43353; CHO BLA complementation NOD2-RIPK2, CCF4 ratio; inhibition, % at 4.98 µM; hit rate 0.38% among 360,000; AID 624267; in the data active means inhibition above about 21%;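 further: 0% = vehicle only and 100% = reference blocker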
# NCOA2 inhibitor: inhibits human steroid receptor coactivator 2. Q15596. HEK293 GAL4-SRC2 luciferase reporter, luminescence. inhibition, % at 9 µM. hit rate 0.17% among 370,000. AID 651957;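 active means inhibition above the mean inhibition of all tested compounds plus 3 SD, set per campaign, cut at about 52% in these data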;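 further: 0% = DMSO treated cells and 100% = cells given Gossypol at 36 µM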
# NCOA1 inh: inhibits human SRC1 coactivator | Q15788 | HEK293 GAL4-SRC1 luciferase reporter, luminescence | inhibition, % at 3.6 µM | hit rate 0.12% among 360,000;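 active means inhibition above the campaign mean plus 3 SD, with each screening campaign given its own cutoff, cut at about 60% in these data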;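 further: 0% = DMSO treated cells and 100% = gossypol at 36 µM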
# MC4R antag cAMP: antagonists of human melanocortin 4 receptor (MC4R) | inhibition, % at 6.5 µM | MC4R-expressing cells, MTII-stimulated cAMP, LANCE TR-FRET | hit rate 0.48% among 360,000;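 active means inhibition above its plate's cutoff, the mean of tested wells on that plate plus 3 SD, cut at about 29% in these data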;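 further: 0% = Melanotan II alone and 100% = Melanotan II plus saturating MCL0020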
#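 Material – human MC4R-expressing U2OS cells · Repeats – no replicates · Detection – TR-FRET with Eu-cAMP and labeled anti-cAMP, 671 nm · Times – compound 30 min, challenge 1 h, detection 1 h · Compound – single nominal compound dose of 6.5 µM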
# SRC3 inh: inhibits human SRC3 coactivator | Q9Y6Q9 | HEK293 GAL4-SRC3 luciferase reporter, luminescence | inhibition, % at 3.6 µM | hit rate 0.17% among 360,000 | AID 588352;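 active means inhibition above a per-campaign cutoff, the mean of all compounds plus 3 SD, cut at about 60% in these data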;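 further: 0% = DMSO-treated cells and 100% = gossypol-treated cells at 36 µM; higher means less SRC3-driven luciferase light from the GAL4 reporter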
# MC4R barr agon: activates human MC4R beta-arrestin recruitment; P32245; U2OS MC4R beta-arrestin complementation, luminescence; percent of melanotan II response, DMSO zero; activation, % at 8.9 µM; hit rate 0.98% among 360,000; AID 540308;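 active means activation above a per-plate cutoff, the mean activation of sample wells on that plate plus 3 SD, cut at about 8% in these data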
# LMP1 NFkB inh: reduces LMP1-driven NF-kappaB luciferase signal. hit rate 0.69% among 350,000. LMP1-induced NF-kappaB luciferase reporter cells, luminescence. inhibition, % at 12.5 µM; in the data active means inhibition above about 41%;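 further: 0% = neutral control wells and 100% = reference inhibitor control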
# Starred values were filed as active, the others as inactive; . = no result given. Not all compounds are listed, so the mix of outcomes need not match the whole.
SMILES,NR5A2 inv ag,COUP-TFII inh,ABHD5-PLIN5 inh,TLR9-MyD88 inh,NOD2-RIPK2 inh,NCOA2 inhibitor,NCOA1 inh,MC4R antag cAMP,SRC3 inh,MC4R barr agon,LMP1 NFkB inh
CC1(C(=O)Nc2c(F)c(F)c(F)c(F)c2F)CC1(Br)Br (configuration not stated),-8,15,2,-6,-8,1,-24,16,-2,1.2,0
Cc1nn(Cc2ccccc2)c(C)c1C(=O)NCCCN1CCCC1=O,-10,6,-1,-1,-4,17,2,2,5,0.0,3
COc1ccc(C(=O)Nc2ccc(C)c(S(=O)(=O)N3CCCCCC3)c2)cc1,7,46*,0,-5,-6,7,16,2,5,0.8,5
Cc1ccc(S(=O)(=O)/N=C(/Nc2ccc3[nH]c(=O)[nH]c3c2)c2ccc(F)cc2)cc1,3,-5,-8,-3,-7,-8,-4,4,-9,0.3,1
CSc1ccccc1OCc1cc(C(=O)N(C)C(C)c2nc(C)cs2)no1 (configuration not stated),-6,-12,-4,-16,3,9,-14,1,12,-2.4,-18
COc1ccc(N2C(=O)c3cccc4cccc(c34)C2=O)nn1,2,5,2,1,-7,-4,11,3,6,0.2,-3
CCOC(=O)c1ccc(NC(=O)c2cnccn2)cc1,-66,-21,1,0,2,-26,-67,2,-61,-1.1,-10
COc1ccc(C2CC(c3cccc(OC)c3)n3nc(N)nc3N2)cc1 (configuration not stated),-22,7,7,1,5,-1,-1,6,10,2.0,-4
CC1CCN(S(=O)(=O)c2nnc(NC(=O)c3ccccc3Br)s2)CC1,10,2,11,2,3,12,0,-1,-27,-1.3,1
CCCCCCCCN1C(=O)[C@H](CC(=O)NCCCC)C[C@@]2(C(=O)OC)CCCCC=C12,12,13,-4,.,-1,8,.,.,.,.,.
CC1(C)C[C@@H]2C[C@@](C)(CN2C(=O)c2cc(COc3cccc(C(F)(F)F)c3)on2)C1,9,3,0,-7,2,-16,-3,3,-6,0.0,4
Cc1ccc(C(=O)NCC(=O)N2CCC3(CC2)NCCc2[nH]cnc23)cc1C,-5,-13,7,-11,-14,-10,3,18,0,-0.5,-4
CCOC(=O)C1(Cc2ccccc2Cl)CCN(C(=O)CCn2ccnc2C)CC1,-17,-4,3,4,4,-18,-17,7,3,1.6,-11
Cc1ccccc1C(=O)c1cccn1CC(=O)NCc1ccc(F)cc1,-18,-1,-3,-9,-4,-29,-13,9,-10,0.0,-9
O=S(=O)(/N=C(/Nc1ccc(Cl)cc1Cl)c1ccccc1)c1cccs1,-8,-2,1,2,2,22,-26,5,2,-3.6,-1
OC(Cc1cccc(C=NN2CCOCC2)n1)(C(F)(F)F)C(F)(F)F,22,4,4,-3,5,-11,-1,-3,-13,-0.7,1
COc1cc(S(=O)(=O)N2CCN(Cc3cccs3)CC2)ccc1NC(C)=O,0,-1,-4,1,8,-11,-2,4,-8,-1.7,-1
COc1ccc(-c2ccc3[nH]c4c(c3c2)CCN2C(=O)[C@@H]([C@H](C)O)[C@@H](N(C)C(=O)Nc3ccccc3)C[C@@H]42)cc1,3,7,9,-4,-14,1,-3,24,3,-4.2,0
Cc1nc(-c2cccnc2)sc1C(N)=O,7,3,6,-2,-3,5,-29,6,13,-1.1,10
Cc1ccc(S(=O)(=O)CCC(=O)NC2CCCC2)cc1,5,-16,-1,-3,1,-17,6,14,7,-3.9,4
O=C(CCS(=O)(=O)c1ccccc1)Nc1nc(-c2ccc(F)cc2)cs1,-23,3,-5,-2,2,7,-12,2,15,2.6,19
O=C(NN1CCOCC1)c1ccccc1NS(=O)(=O)c1ccc(F)cc1F,-10,0,1,4,-3,-1,-9,8,-2,0.3,-7
Cc1ccc2nc(N(CCCN(C)C)C(=O)c3ccco3)sc2c1,-21,-33,8,2,4,-10,-30,-1,-27,-0.1,-1
COc1ccc(-c2nnc(SCc3cc(C)cc(C)c3)o2)cc1,-14,6,-10,1,-4,5,3,-8,5,-0.1,7
Cc1ccccc1C(=O)N1CCC(C(=O)OCc2nc(N)nc(Nc3ccccc3)n2)CC1,7,-5,-7,-7,7,-34,-57,-6,8,-3.3,-2

# Brought forward from above: 7 entries, then new ones.
SMILES,NR5A2 inv ag,COUP-TFII inh,ABHD5-PLIN5 inh,TLR9-MyD88 inh,NOD2-RIPK2 inh,NCOA2 inhibitor,NCOA1 inh,MC4R antag cAMP,SRC3 inh,MC4R barr agon,LMP1 NFkB inh
Cc1nc(-c2cccnc2)sc1C(N)=O,7,3,6,-2,-3,5,-29,6,13,-1.1,10
Cc1ccc(S(=O)(=O)CCC(=O)NC2CCCC2)cc1,5,-16,-1,-3,1,-17,6,14,7,-3.9,4
O=C(CCS(=O)(=O)c1ccccc1)Nc1nc(-c2ccc(F)cc2)cs1,-23,3,-5,-2,2,7,-12,2,15,2.6,19
O=C(NN1CCOCC1)c1ccccc1NS(=O)(=O)c1ccc(F)cc1F,-10,0,1,4,-3,-1,-9,8,-2,0.3,-7
Cc1ccc2nc(N(CCCN(C)C)C(=O)c3ccco3)sc2c1,-21,-33,8,2,4,-10,-30,-1,-27,-0.1,-1
COc1ccc(-c2nnc(SCc3cc(C)cc(C)c3)o2)cc1,-14,6,-10,1,-4,5,3,-8,5,-0.1,7
Cc1ccccc1C(=O)N1CCC(C(=O)OCc2nc(N)nc(Nc3ccccc3)n2)CC1,7,-5,-7,-7,7,-34,-57,-6,8,-3.3,-2
COc1ccc(Br)cc1/C=C/C(=O)NC(=S)Nc1ccc(Cl)c(C(=O)O)c1,1,10,5,3,-4,17,-35,30*,-9,-3.3,-2
COc1ccccc1NC(=O)c1ccc(Cl)c(S(=O)(=O)N2CCCCC2)c1,-1,36,-11,8,-14,7,1,10,11,-2.8,-2
COC(=O)c1[nH]c2cc(C)ccc2c1NC(=O)CN1CCOCC1,7,10,-7,4,0,3,-3,3,7,-1.9,-4
COC(=O)c1ccc(NC(=O)CSc2nnc(C(C)NC(=O)c3ccccc3Cl)n2C)cc1 (configuration not stated),0,-16,6,3,3,-30,-22,7,-20,-0.6,2
O=c1[nH]c2cc3c(cc2cc1C(c1nnnn1C1CCCC1)N1CCCc2ccccc21)OCCO3 (configuration not stated),14,11,-6,-6,4,-18,-12,-5,-12,0.5,2
CCCn1c(SCC(N)=O)nnc1-c1ccco1,11,7,0,4,1,13,-13,1,-1,-1.0,-8
CC(C)Oc1ccc(CNC(=O)Cn2c(=O)oc3ccccc32)cc1,2,14,-1,5,-7,-7,-25,4,-13,-0.6,1
O=C1NC(=O)/C(=C\c2ccc(OCc3cnc(Cl)s3)cc2)S1,6,8,2,0,2,-18,3,11,15,-2.0,2
C=Cc1ccc2c(c1)N(C)C(=C)S2,9,15,-9,3,7,-19,-23,0,-1,0.2,-1
O=C(NCCCN1CCOCC1)c1cc(-c2ccc(O)cc2)on1,13,13,-2,0,-6,1,-8,-10,-15,-0.3,10
CCCCC1(CCCC)NC(=S)N(Nc2ccc(C)cc2)C1=O,1,12,-7,-1,-7,-5,-84,3,10,1.3,1
CCOC(=O)C1CCCN(CC(O)COC(c2ccccc2)c2ccccc2)C1 (configuration not stated),23,7,5,-3,-6,22,-11,8,-4,-1.1,5
Oc1ccc(N2CCN(C(=S)NCCc3ccccc3)CC2)cc1,7,-35,4,-3,-10,-18,-32,9,2,-2.1,16
Cc1ccc(C(=O)Nc2nnc(NC(=S)Nc3ccccc3)s2)cc1,-35,-10,-8,7,-9,-31,-49,-2,-59,-3.5,-11
COc1cc(C(=O)N2CCC(n3cnc4cc(F)ccc43)CC2)cc(OC)c1OC,-1,1,3,-3,-3,22,0,2,-5,-0.9,1
Cc1cc(F)ccc1NC(=S)NCCc1ccccc1,11,-26,-2,-9,-10,-42,-40,1,4,1.6,3
CC(C)(C)n1ncc2c(=O)n(CC(=O)c3ccccc3)cnc21,-80,-34,-7,0,-9,-33,-87,-7,-86,-1.1,-10
CN(Cc1cccs1)S(=O)(=O)c1ccc(Cl)cc1F,-4,12,-1,4,3,-7,0,-10,2,-3.2,4
COc1ccc(-c2noc(CCC(=O)NCC3CCCO3)n2)cc1 (configuration not stated),-17,-2,5,3,-8,16,7,0,1,-2.6,-2
CCCN(CCC)S(=O)(=O)c1ccc(C(=O)Nc2nc(-c3ccccc3)c(C(=O)OCC)s2)cc1,10,-9,0,8,-3,14,5,6,16,-1.9,6
O=C1NC(=S)S/C1=C1\Sc2ccccc2N1CCCS(=O)(=O)O,-8,14,-4,-9,-28,-7,-14,8,-28,1.0,-4
CCCCOc1ccc(N2C(=O)CC(N(CCc3ccccc3)C(=O)/C=C/C(=O)O)C2=O)cc1 (configuration not stated),-18,-5,-3,3,-16,1,-25,4,1,-1.2,0
COc1cccc(NC(=O)COC(=O)c2ccc(F)cc2F)c1,-3,-5,-2,7,-2,21,-8,7,14,-0.8,-2
Cc1oc2c(C)c(O)ccc2c(=O)c1N1C(=O)c2ccccc2C1=O,-2,-18,1,0,-8,-15,-2,3,14,-0.7,-4
O=C(Nc1ccc2c(c1)OCCO2)C1CC(c2ccccc2Cl)=NO1 (configuration not stated),-96,-37,1,-4,-4,-56,-82,13,-41,-1.8,-20
NS(=O)(=O)c1ccc(CCNC(=O)c2cc3ccccc3oc2=O)cc1,0,-6,2,6,3,1,-20,5,4,-0.7,6
CN(C)C(=O)CCC(=O)N1CCCCC1C(=O)Nc1ccc(Oc2ccccc2F)cc1 (configuration not stated),-24,9,7,-9,-61,9,3,-5,-5,2.6,-1

# At a glance, some entries already given:
SMILES,NR5A2 inv ag,COUP-TFII inh,ABHD5-PLIN5 inh,TLR9-MyD88 inh,NOD2-RIPK2 inh,NCOA2 inhibitor,NCOA1 inh,MC4R antag cAMP,SRC3 inh,MC4R barr agon,LMP1 NFkB inh
Cc1cc(F)ccc1NC(=S)NCCc1ccccc1,11,-26,-2,-9,-10,-42,-40,1,4,1.6,3
CC(C)(C)n1ncc2c(=O)n(CC(=O)c3ccccc3)cnc21,-80,-34,-7,0,-9,-33,-87,-7,-86,-1.1,-10
